# Screening results as filed in PubChem BioAssay.
# HT1080NT lethal: kills 2HG-producing HT-1080-NT fibrosarcoma cells | HT-1080-NT fibrosarcoma viability, CellTiter-Glo ATP luminescence, 48 h | Potency, µM (titrated, usually from 46.1 µM), without a hit: at the highest dose activity, negative = less viability, usual class: cytotoxic | 1.6% of 360,000 active;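 also: NT is the 2HG producing partner of a matched IDH1 knockdown line; potency is read from the fitted curve at half-maximal effect; 0% = DMSO-treated cells and -100% = media-only wells without cells; nearly all actives have a fitted effect of over 55% in size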
#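 Fibrosarcoma NT cells, 750 per well in 5% FBS RPMI, were exposed to compound for 48 hours. Viability: CellTiter-Glo luminescence.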
# IL-1B inflam inh: inflammasome signaling inhibition, IL-1 beta readout; activity change, % at 57.5 µM; AID 743279; THP-1 LPS/ATP IL-1B secretion, AlphaLISA, 16 h; stronger effect = lower value; 4.7% of 360,000 active; in the data active = activity change below about -50%; inconclusive = mostly about -30% to -49%; also: % is scaled to controls: 0 for no effect and ±100 for the full control effect
#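 Secreted IL-1B measured by AlphaLISA bead assay after 16 h compound exposure of THP-1 cells; compounds (final up to 57.5 uM) added 1 h before LPS (250 ng/mL) and ATP (1.25 mM) stimulation; lower signal means less secretion.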
# ATXN2 expr inh: reduces ATXN2 reporter expression in HEK-293 cells; HEK-293 ATXN2-luciferase reporter, luminescence, 24 h; Potency, µM (titrated, usually from 57 µM), inactives show at the highest dose activity change, negative = inhibition, hits mostly inhibitors; 0.72% of 360,000 active; also: potency is read from the fitted curve at half-maximal effect; % is scaled to controls: 0 for no effect and ±100 for the full control effect; nearly all actives have a fitted effect of over 55% in size
#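 ATXN2-luciferase reporter cells (luciferase flanked by upstream and downstream ATXN2 gene portions) were treated 24 h at 37 °C with compounds at up to 57 uM. SteadyGlo luminescence gave expression; GF-AFC fluorescence gave viability.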
# HT1080 IDH1KD tx: kills HT-1080 cells with IDH1 knockdown | Potency, µM (highest dose often 46.1 µM), inactives show at the highest dose activity, negative = toxicity, hits mostly cytotoxic | 2% of 360,000 active | HT-1080 IDH1 knockdown viability, ATP luminescence, 48 h;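 also: potency is read from the fitted curve at half-maximal effect; 0% = DMSO wells and -100% = cell-free medium wells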
#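 Knockdown cells (IDH1KD HT-1080) received compounds 2 h after plating at 750 cells/well and were kept 48 h at 37 °C in 5% FBS RPMI. A CellTiter-Glo luminescence read gave % activity for curve fitting.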
# KB-3-1 tox: KB-3-1 parental cell cytotoxicity; Potency, µM (doses to about 46.1 µM), for inactives: at the top dose activity change, negative = cytotoxic, hits mostly cytotoxic; 1.4% of 400,000 active; KB-3-1 viability, CellTiter-Glo ATP luminescence, 72 h; also: potency is read from the fitted curve at half-maximal effect; % is scaled to controls: 0 for no effect and ±100 for the full control effect; nearly all actives have a fitted effect of over 60% in size
#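 KB-3-1 parental drug-naive adenocarcinoma cells in DMEM/10% FBS, incubated 72 h at 37 C with pin-transferred compounds across a concentration series. Viability by CellTiter-Glo luminescence; concentration-response curves fitted after normalization.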
# MCF10A rerep: DNA re-replication induction in MCF 10a cells | MCF 10A DNA re-replication, Hoechst nuclear intensity, 48 h | Potency, µM (titrated, usually from 46.1 µM), without a hit: at the highest dose activity, positive = re-replication, actives largely listed as activators | 2.9% of 350,000 active; also: potency is read from the fitted curve at half-maximal effect; % of control where 0% means no effect; nearly all actives have a fitted effect of over 50% in size
# SW480 rerep: DNA re-replication induction in SW480 cells; SW480 DNA re-replication, Hoechst DNA content imaging, 48 h; Potency, µM (titrated, usually from 46.1 µM), without a hit: top-dose re-replication activation, hits mostly activators; 1.8% of 340,000 active; AID 624297; also: potency is read from the fitted curve at half-maximal effect; % of control where 0% means no effect; nearly all actives have a fitted effect of over 55% in size
#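 Compounds, transferred as 23 nL by pin tool, were incubated with cells for 48 hr; DNA content per nucleus was then quantified by Hoechst staining and fluorescence plate imaging.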
# KB-V1 cytotox: KB-V1 MDR subline cytotoxicity | KB-V1 MDR cells viability, CellTiter-Glo, 72 h | Potency, µM (top dose mostly 46.1 µM), for inactives: at the top dose activity change, negative = cytotoxicity, most hits filed as cytotoxic | 3.4% of 400,000 active | AID 1347076; also: potency is read from the fitted curve at half-maximal effect; % is scaled to controls: 0 for no effect and ±100 for the full control effect; nearly all actives have a fitted effect of over 60% in size
#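 Readout: CellTiter-Glo luminescence, 10 min after addition. Cells: KB-V1 MDR subline, 72 h at 37 degrees C with compound. Analysis: corrected, normalized data fitted to concentration-effect curves.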
# ATXN viability: cell viability loss in ATXN counter-screen | 0.49% of 400,000 active | S2 cells (HEK-293 line with an ATXN2-luciferase reporter) viability, CellTiter-Fluor protease fluorescence, 24 h | AID 651635 | Potency, µM (series often up to 56.7 µM), actives largely listed as cytotoxic; also: potency is read from the fitted curve at half-maximal effect; nearly all actives have a fitted effect of over 40% in size
# Starred values were filed as active, the others as inactive; i = inactive; ? = inconclusive; nt = no result given; & = joins results of further samples; [ ] = another dose, or the depositor's remark. Unless noted, calls follow the shape of the dose curve; as a rule, active = well fitted curve in the direction sought with a large enough effect; inconclusive = small, poorly fitted or top-dose-only effect, or another doubt; inactive = no such curve, though single readings can be large; an effect the other way counts as inactive or inconclusive.
compound	HT1080NT lethal	IL-1B inflam inh	ATXN2 expr inh	HT1080 IDH1KD tx	KB-3-1 tox	MCF10A rerep	SW480 rerep	KB-V1 cytotox	ATXN viability
Cc1cccc(C(=O)Oc2coc(CSc3nnc(NC(=O)C4CC4)s3)cc2=O)c1	-12%	-8	-2%	-15%	21%	11%	-2%	12%	i
CCOc1cccc(CNCCCSc2nnnn2C)c1	nt	nt	-6%	nt	0%	nt	nt	5%	i
Cc1cccc(-n2cnc(C(=O)Nc3cccnc3)c2)n1	8%	-4	33%[activator]	-1%	8%	?	-11%	0%	i
CC(C)CN1C(=O)c2ccc(C(=O)Nc3ccncc3)cc2C1=O	-9%	-13	-19%	-12%	-2%	4%	-3%	1%	i
O=C(NCc1ccco1)c1ccc2c(c1)CCO2	5%	3	1%	3%	16%	16%	-23%	3%	i
O=C(Nc1ccccc1-c1nnc(SCc2ccccc2)o1)c1ccccc1	-4%	23	0%	4%	0%	?	0%	15µM*	i
COc1ccc2ncccc2c1Cc1c(OC)ccc2ncccc12	0%	-75*	?	-11%	-19%	?	?	?	i
CC1CCCN(CCCNS(=O)(=O)c2cc(Br)cc3c2N(C(=O)C2CC2)CC3)C1 (configuration not stated)	-19%	?	10%	-13%	0%	8%	7%	-24%	i
CNC(=O)COC(=O)c1cc2c(s1)CCCC2	20%	0	nt	14%	9%	-7%	7%	2%	i
Cc1nc2c3cc(F)ccc3n(CCN3CCCCC3)c2s1	21µM*	?	?	?	?	23µM*	?	-25%	i
CCN(Cc1ccccc1)S(=O)(=O)c1ccc2oc(C(=O)O)c(C)c2c1	1%	-4	2%	17%	2%	-7%	-11%	1%	i
COCCN(Cc1ccc(OC)cc1)c1c(C)nc2ccc(C(=O)NCCc3c[nH]c4ccccc34)cn12	-22%	-6	-8%	-6%	0%	nt	nt	-4%	i
CCOC(=O)C1(Cc2ccccc2C(F)(F)F)CCN(C(=O)c2cc(C)n(C)n2)CC1	4%	58	nt	-17%	9%	-2%	21%	?	i
COc1cccc(-c2cc(C(=O)Nc3nc4ccccc4s3)c3ccccc3n2)c1	?	-13	4%	?	-20%	1%	4%	21µM*	i
Cc1ccc(CSc2ncnc3ccccc23)cc1	-6%	-28	10%	-1%	0%	23%	17%	0%	i
CCN1C(=O)N(c2ccc(C(C)=O)cc2)S(=O)(=O)c2ccccc21	14%	1	6%	-5%	0%&6%	-2%	-9%	-7%&-2%	i

# Complete entries as entered above. Values in the order: HT1080NT lethal	IL-1B inflam inh	ATXN2 expr inh	HT1080 IDH1KD tx	KB-3-1 tox	MCF10A rerep	SW480 rerep	KB-V1 cytotox	ATXN viability
# `Cc1nc2c3cc(F)ccc3n(CCN3CCCCC3)c2s1` in the list: 21µM*	?	?	?	?	23µM*	?	-25%	i
# `CNC(=O)COC(=O)c1cc2c(s1)CCCC2` in the list: 20%	0	nt	14%	9%	-7%	7%	2%	i

# More compounds follow.
compound	HT1080NT lethal	IL-1B inflam inh	ATXN2 expr inh	HT1080 IDH1KD tx	KB-3-1 tox	MCF10A rerep	SW480 rerep	KB-V1 cytotox	ATXN viability
O=c1oc2ccccc2cc1-c1csc(Cc2nc(-c3ccc(Cl)cc3)cs2)n1	1%	8	-25%	-11%	-15%	2%	-1%	?	i
Cc1cccc(NS(=O)(=O)c2cc3c4c(c2)CCN4C(=O)CC3)c1C	0%	9	4%	-12%	1%	0%	-6%	?	i
Cc1cccc(NC(=O)NC2CC3CCC(C2)N3Cc2ccco2)c1 (configuration not stated)	19%	7	-19%	10%	0%	-5%	-7%	3%	i
COc1ccc2c(-c3ccccc3)cc(SCC(=O)N(C)C3CCS(=O)(=O)C3)nc2c1 (configuration not stated)	-22%	-6	nt	-15%	-2%	?	-75%[inhibitor]	18%	?
COc1cccc(C(=O)Nc2cc(C(F)(F)F)ccc2Cl)c1	0%	7	6%	-5%	-1%	4%	-1%	7%	i
Cc1ccc(N2CCN(C(=S)Nc3ccc(Cl)cc3)CC2)cc1	2%	0	-10%	0%	-3%	-10%	-2%	0%	?
OC(c1ccccc1)(c1nc(/C=C/c2ccccc2)cs1)C(F)(F)F (configuration not stated)	?	0	-36%	?	-29%	nt	nt	-26%	i
O=C1Nc2ccccc2/C1=C\c1cccn1-c1ccc(OC(F)(F)F)cc1	-10%	-20	-15%	-3%	?	?	-10%	-32%	i
Cn1c(N)c(C(=O)COC(=O)c2cc(-c3ccccc3)nc3ccccc23)c(=O)n(Cc2ccccc2)c1=O	-5%	0	-1%	-4%	6%	5%	-31%[inhibitor][9.22 µM]	?	i
COc1ccc(Cl)cc1NC(=O)COC(=O)C(CC(C)C)N1C(=O)C2CC=CCC2C1=O (configuration not stated)	-12%	-14	12%	-8%	-1%	2%	-9%	10µM*	i
CCn1c(SCc2ccccc2)nnc1-c1cccnc1	13%	-2	nt	19%	4%	-7%	-9%	3%	i
COc1ccc2c(Cl)c(C(=O)N/N=C/c3ccc4c(c3)OCO4)sc2c1	24%	-1	?	8%	?	?	?	-2%	?
COc1cc(C(=O)Nc2ccc(Br)cc2C(=O)c2cc(OC)c(OC)c(OC)c2)cc(OC)c1OC	?	29	206%[activator]	?	?	21µM*	16µM*	?	nt
O=C1C2C3C=CC(O3)C2C(=O)N1N=C1CCCCC1 (configuration not stated)	-1%	0	16%	7%	-1%	7%	-1%	-2%	i
Cc1ccc(C2=NN3C(=O)c4ccccc4C3C2)cc1 (configuration not stated)	9%	-7	0%	14%	5%	-2%	-13%	0%	i
CCOc1cc(-c2ccccc2)nc2c1CN(S(=O)(=O)c1ccc(C)cc1)C(c1cccc(Cl)c1)C2 (configuration not stated)	?	3	nt	30%	-8%	nt	nt	?	nt
NC(=O)c1oc2ccccc2c1NC(=O)Cc1ccccc1	1%	-13	nt	0%	-3%	11%	-4%	-4%	i
CCc1nc(SCC(=O)Nc2cccc3ccccc23)[nH]c(=O)c1C	18%	0	-1%	10%	-3%	3%	-3%	0%	i
O=C(Nc1nccs1)C1CCCCN1S(=O)(=O)c1ccccc1 (configuration not stated)	0%	0	nt	0%	-14%	18%	-5%	?	i
CCCCCCCNC1=CC(=O)CC(c2ccco2)C1 (configuration not stated)	-1%	11	11%	-12%	-3%	?	0%	-24%	i
Cc1cc(C)c2c(=O)n(CC(=O)NCCCN3CCN(c4ccccc4F)CC3)sc2n1	?	?	?	1%	?	18%	?	0%	19µM*
CCN1CCc2nc(NC(=O)c3ccc4c(c3)OCCO4)sc2C1	-2%	-14	38%[activator]	1%	12%	0%	0%	4%	i
COc1ccc(CNC(=O)COC(=O)c2sccc2C)cc1OC	-1%	12	-6%	-1%	-27%	-1%	?	?	i
CC(Sc1nnc(Nc2ccccc2F)s1)C(=O)NC1CC1 (configuration not stated)	-5%	10	9%	9%	9%	9%	5%	3%	i
CC1CCCC(N2CCN(S(=O)(=O)c3ccccc3)CC2)C1 (configuration not stated)	12%	10	-6%	11%	-9%	24%	-2%	-21%	i
Cc1ccc(C(=O)N2CCN(Cc3ccc4c(c3)OCO4)CC2)cc1S(=O)(=O)N1CCOCC1	-4%	-24	nt	-1%	0%	18%	-7%	16µM*	nt
Cn1c(=O)c2c(-c3ccccc3)n(-c3cc(C(=O)O)ccc3O)cc2n(C)c1=O	28%	8	-3%	14%	0%	nt	nt	1%	i
CCc1nc2ccc(C(=O)Nc3cc(-c4ccccc4)ccc3OC)cn2c1N(C)CCCc1ccccc1	?	-8	-10%	?	0%	nt	nt	-1%	i
CC(C)(C)CC(=O)NC(=S)Nc1ccccc1[N+](=O)[O-]	3%	10	nt	4%	1%	0%	5%	10%	i
O=C(COC(=O)c1ccccc1C(=O)c1ccc(Cl)c([N+](=O)[O-])c1)NC1CC1	6.5µM*	-103*	?	4.6µM*	8.2µM*	3.3µM*	?	-7%	28µM*
COc1cc(C(=O)Nc2nc(-c3ccc(F)cc3)cs2)ccc1OCC(=O)N1CCOCC1	-19%	?	?	-3%	-25%	23µM*	1%	-5%	?
CSCCC(=O)N1C(C)CCCC1C(=O)O (configuration not stated)	3%	-11	4%	3%	11%	-6%	-1%	?	i
O=C(NCc1ccccn1)C1(C(F)(F)F)C/C(=C\CCO)CCCO1 (configuration not stated)	1%	14	4%	1%	12%	23%	-88%[inhibitor]	2%	i
Nc1ccn(Cc2ccccc2F)n1	9%	0	nt	10%	9%	20%	-1%	0%	i
NC(=O)c1ccsc1NC(=O)COC(=O)/C=C/c1ccccc1[N+](=O)[O-]	-5%	19	8%	-6%	0%	-4%	-1%	-14%	i
C#CCN(C[C@H]1[C@H](OC(=O)NCC2CCCCC2)[C@H](OC(=O)NCC2CCCCC2)C[C@H]2C(=O)N(c3ccccc3)C(=O)[C@@H]12)S(=O)(=O)c1ccc(C)cc1	-1%	-3	-2%	4%	-18%	nt	nt	5%	i
COc1ccccc1C1Nc2cccc3cccc(c23)N1	-2%	-24	-15%	-5%	1%	-184%[0.0737 µM]	13%	0%	i
CC(C)CNS(=O)(=O)c1ccc(CCC(=O)NCCc2ccccc2)cc1	0%	34	-17%	1%	3%	0%	-1%	0%	i
CCOC(=O)c1c(C)[nH]c(C)c1C(=O)COC(=O)c1ccc(O)cc1	-19%	35	-14%	-20%	10%	1%	-7%	-9%	i
COc1ccccc1CNc1nc2nc(C)c(Cl)c(=O)n2[nH]1	-3%	9	-6%	1%	0%	9%	-1%	-6%	i
CCOC(=O)C1=C(CC)NC2=C(C(=O)CCC2)C1c1ccc(OC)c(OC)c1 (configuration not stated)	9%	5	4%	6%	25%	-14%	-7%	3%	?
CC(NCC(=O)Nc1cc(S(=O)(=O)N2CCOCC2)ccc1N1CCOCC1)c1ccco1 (configuration not stated)	4%	0	2%	-1%	13%	6%	-5%	-5%	i

# No enrichment for hits. About 11% of those tested had a hit in this group.
